# High-throughput results as filed in PubChem BioAssay.
# A549 tox: kills or reduces viability of A549 cells in Nrf2 counter-screen. A549 ARE-Fluc cells, CellTiter-Fluor viability, 18-24 h. Potency, µM (doses to about 46 µM), inactives show at the top dose activity change, negative = cytotoxicity, usual class: inhibitors. 0.16% of 390,000 active; further: potency means the concentration at half of the fitted maximal effect; on the % scale 0 is the no-effect control and ±100 the full control effect
#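 A549 ARE_Fluc cells in 5% FBS OPTI-MEM were exposed to compounds in concentration-response for 18-24 h at 37 deg C. Viability was read by CellTiter-Fluor fluorescence (Ex 405/Em 525) after 30 min, before the luciferase read.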
# ATXN viability: reduces viability in counter-screen for ATXN expression inhibitors. S2 cells (HEK-293 line with an ATXN2-luciferase reporter) viability, CellTiter-Fluor protease fluorescence, 24 h. AID 651635. Potency, µM (highest dose often 56.7 µM), usual class: cytotoxic. 0.49% of 400,000 active; further: potency means the concentration at half of the fitted maximal effect; nearly all actives have a fitted effect of over 40% in size
# MCF10A rereplic: DNA re-replication induction in MCF 10a cells. MCF 10A DNA re-replication, Hoechst nuclear intensity, 48 h. Potency, µM (titrated, usually from 46.1 µM), without a hit: top-dose activity, positive = re-replication, actives largely listed as activators. 2.9% of 350,000 active. AID 624296; further: potency means the concentration at half of the fitted maximal effect; % of control where 0% means no effect; nearly all actives have a fitted effect of over 50% in size
# Nrf2 block: Nrf2 pathway inhibition. A549 ARE-Fluc reporter, luciferase luminescence, 18-24 h. Potency, µM (series often up to 46 µM), for inactives: at the top dose activity change, negative = inhibition, hits mostly inhibitors. 2.1% of 360,000 active. AID 504444; further: potency means the concentration at half of the fitted maximal effect; on the % scale 0 is the no-effect control and ±100 the full control effect; nearly all actives have a fitted effect of over 60% in size
#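 Nrf2 function is reported as luminescence of an ARE-controlled luciferase in A549 cells. Compounds were tested at several concentrations, and a CellTiter-Fluor read on the same wells flagged cytotoxicity.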
# ATXN2 expr inh: ATXN2 expression inhibition; HEK-293 ATXN2-luciferase reporter, luminescence, 24 h; AID 1745845; Potency, µM (top dose mostly 57 µM), for the others: top-dose activity change, negative = inhibition, most hits filed as inhibitors; 0.72% of 360,000 active; further: potency means the concentration at half of the fitted maximal effect; on the % scale 0 is the no-effect control and ±100 the full control effect; nearly all actives have a fitted effect of over 55% in size
#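 qHTS (up to 57 uM final) was run with 24 h compound exposure of reporter cells at 37 °C. Each well was multiplexed: SteadyGlo luminescence measured ATXN2-luciferase expression after a fluorogenic Gly-Phe-AFC viability readout (25 uM final).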
# TGFb inhibitor: TGF-b pathway inhibition; HepG2 CAGA-GFP TGF-b/SMAD3 reporter, GFP fluorescence, 18 h; TGF-beta stimulated, 500 pg/mL final; Potency, µM (highest dose often 46.1 µM), for the others: at the highest dose activity, negative = inhibition, most hits filed as inhibitors; 1.2% of 410,000 active; AID 588855; further: potency means the concentration at half of the fitted maximal effect; on the % scale 0 is the no-effect control and ±100 the full control effect; nearly all actives have a fitted effect of over 65% in size
#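 Smad-responsive CAGA-GFP expression was quantified in HEPG2 cells exposed to compounds and 500 pg/mL final TGF-beta for 18 h at 37 degrees C; unstimulated wells defined full inhibition.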
# Nrf2 ARE act: activators of Nrf2 (ARE) signaling | AREc32 ARE-luciferase reporter (MCF7-derived line), luminescence, 24 h | Potency, µM (titrated, usually from 46.1 µM), inactives show top-dose activation, actives largely listed as activators | 0.31% of 410,000 active | AID 624171; further: potency means the concentration at half of the fitted maximal effect; % of control where 0% means no effect; nearly all actives have a fitted effect of over 65% in size
#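 Reporter line AREc32 (ARE-Fluc), seeded overnight in OPTI-MEM with 5% FBS; compound pin-transferred, 24 hr at 37 deg C, 5% CO2; luminescent read-out.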
# HepG2 viability: kills HepG2 cells in TGF-b inhibitor counter-screen. HepG2 CAGA-GFP viability, ATP luminescence, 18 h. Potency, µM (top dose mostly 46.1 µM), without a hit: at the highest dose activity change, negative = cytotoxicity, hits mostly cytotoxic. 0.76% of 410,000 active; further: potency means the concentration at half of the fitted maximal effect; some results filed as inactive show a strong effect at the top dose
#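 CellTiter-Glo luminescence gave cytotoxicity after 18 hours at 37 degrees C. The cells were HepG2 CAGA-GFP in 1% FBS DMEM, stimulated with 500 pg/mL TGF-beta after compound addition. %Activity was normalised to no-cell wells (complete cell-killing) and DMSO (no toxicity), and curves were fitted and classified.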
# IL-1B inflam inh: blocks inflammasome-driven IL-1 beta release; THP-1 LPS/ATP IL-1B secretion, AlphaLISA, 16 h; stronger effect = lower value; activity change, % at 57.5 µM; 4.7% of 360,000 active; AID 743279; in the data active means activity change below about -50%; inconclusive means mostly about -30% to -49%; further: on the % scale 0 is the no-effect control and ±100 the full control effect
#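 THP-1 cells pretreated 1 hr with compounds (up to 57.5 uM final), then stimulated with LPS (250 ng/mL final) plus ATP (1.25 mM final); secreted IL-1B measured by AlphaLISA after 16 hr, decreased signal indicating inhibition.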
# The depositor's hits bear a star; i = inactive; ? = inconclusive; / = no result given; [ ] = remark or other dose. Unless noted, the call rests on the fitted dose curve; in most records, active means well fitted curve in the direction sought with a large enough effect; inconclusive means small, poorly fitted or top-dose-only effect, or another doubt; inactive means no such curve, though single readings can be large; an effect the other way counts as inactive or inconclusive.
SMILES,A549 tox,ATXN viability,MCF10A rereplic,Nrf2 block,ATXN2 expr inh,TGFb inhibitor,Nrf2 ARE act,HepG2 viability,IL-1B inflam inh
CC(C)OC(=O)/C(C#N)=C/c1c[nH]c2ccccc12,3%,i,8%,4%,15%,-7%,11%,-15%,9
CCN(CC)C(=O)c1cccc(NC(=O)CC23CC4CC(CC(C4)C2)C3)c1,-8%,i,?,?,6%,28%,0.3%,6%,4
O=C(C[C@@H]1C/C=C/CC[C@H](Cc2ccc(F)cc2)C(=O)O[C@H](c2ccccc2)CNC1=O)NCCO,2%,i,32%,15%,-1%,-4%,-0.8%,-8%,-2
COC(=O)c1cc2oc3ccccc3c2n1CC(=O)Nc1ccc(C)cc1C,0%,i,/,13%,3%,0%,12%,-10%,/
O=C(CCc1ccc(S(=O)(=O)N2CCOCC2)cc1)Nc1ccccc1F,3%,i,1%,?,/,-7%,0.3%,-14%,2
O=C(O)c1ccc2c(c1)N(Cc1ccc(F)cc1Cl)C(=O)c1ccccc1S2,0%,/,/,/,/,-27%,0.2%,-24%,/
Oc1ccccc1/C=N/NC(=S)NC1CC2CC1C1C=CCC21 (stereo unspecified),?,?,21µM*,3%,-13%,?,10%,18µM*,?
O=C1CCCCC1Nc1ccc([N+](=O)[O-])cc1 (stereo unspecified),-19%,?,-4%,-1%,-29%,1%,-0.3%,-4%,0
Cc1noc(Cn2c(=O)c3cc4c(cc3n(CC(=O)Nc3ccccc3F)c2=O)OCO4)n1,2%,i,/,-5%,6%,-6%,0.1%,-22%,/
O=C(NCCC(=O)N1CCCCC1)c1ccccc1Cl,1%,i,5%,5%,16%,-1%,0.4%,7%,23
CCC(C)NC(=O)C1CCCN(S(=O)(=O)c2ccc(-n3cnnn3)cc2)C1 (stereo unspecified),5%,i,4%,5%,-2%,5%,-0.9%,-14%,7
CCc1nnc(NC(=O)CCC(=O)NCc2ccc(C)cc2)s1,2%,i,3%,9%,4%,17%,0.0%,-45%,38
CCOc1ccc(C(=O)Nc2cccc([N+](=O)[O-])c2)cc1Br,-14%,i,17%,?,-2%[11.3 µM],-4%,0.0%,0%,-26
CCOc1ccc(CNn2nnnc2N)cc1,-3%,i,1%,-8%,-7%,3%,-0.2%,1%,11
CN(C)c1ccc(CNS(=O)(=O)c2ccc3c(c2)C(C)(C)C(=O)N3C)cc1,-1%,i,2%,-14%,-8%,-6%,-0.2%,0%,-9
CCn1c(Cn2nnc(-c3ccccc3)n2)nnc1SCC(=O)Nc1ccc(C(C)=O)cc1,-6%,i,10%,0%,49%[activator],3%,0.8%,-3%,-6
CCCS(=O)(=O)NC(=O)C1(C)CCN(C(=O)c2cc(C)n(C(C)(C)C)n2)C1 (stereo unspecified),/,i,/,/,13%,31%,0.1%[9.22 µM],8%,17
Cc1ccc2c(c1)cc(CN(Cc1cccs1)C(=O)c1ccco1)c1nnnn12,14%,i,?,-23%,-25%,0%,4.2%,-20%,-29
O=C(CSCc1ccc(Cl)cc1)N/N=C/c1ccco1,0%,i,-1%,9%,0%,1%,0.6%,0%,-11
O=C(CCc1nc2ccccc2c(=O)[nH]1)NNC(=O)COc1cccc(F)c1,-6%,i,-3%,-12%,/,2%,-1.1%,-2%,14
CC1CCCCN1c1nc(-c2ccc(C(C)(C)C)cc2)nc2ccccc12 (stereo unspecified),4%,/,/,?,/,/,6.9%,-35%,/
O=C1NC(=S)S/C1=C\c1cccc([N+](=O)[O-])c1,?,?,18µM*,18µM*,-22%,-11%,4.4%,-20%,22
O=C(O)C(Cc1ccccc1)n1c(=S)[nH]c2ccccc2c1=O (stereo unspecified),5%,i,-6%,26%,-7%,25%,-0.3%,-60%,33
CC1=CCC(COC(=O)Nc2ccccc2)CC1 (stereo unspecified),-3%,?,2%,/,17%,20%,4.1%,-1%,-17
COc1ccc(C2c3c(oc4cc(C)cc(C)c4c3=O)C(=O)N2Cc2ccco2)cc1OC (stereo unspecified),2%,i,/,22%,0%,-4%,0.4%,-17%,/
C/C(=N/NC(=O)c1ccc(Br)o1)c1ccncc1,-8%,?,-8%,10%,-2%,0%,-0.2%,-3%,5
Cc1ccc2c(c1)cc1c(=O)n(CC(=O)N3CCCCC3)nc(C)n12,2%,/,/,10%,/,5%,-0.2%,3%,/
C[C@H]1CN([C@@H](C)CO)S(=O)(=O)c2ccc(-c3cncnc3)cc2O[C@H]1CN(C)C(=O)NC1CCCC1,/,i,/,/,1%,2%,-1.0%,-3%,8
O=C(c1ccc(Br)o1)N1CCN(CCc2ccncc2)CC1,12%,i,-15%,5%,/,1%,-0.1%,3%,10
NC(=O)c1cccc(-c2ccnc3c2CC(C(=O)Nc2ccccc2)O3)c1 (stereo unspecified),/,i,/,/,10%,41%[activator],7.2%,1%,-17
O=C1CCCN1c1ccc(S(=O)(=O)Oc2ccc(Cl)cc2)cc1[N+](=O)[O-],?,i,-3%,7.3µM*,-14%,?,0.0%,-34%,-6
CN1/C(=C\C(=O)c2cccnc2)C(C)(C)c2ccccc21,-14%,/,16%,?,/,-16%,4.3%,-9%,14
CCCn1nc(C(=O)Nc2nnc(CC)s2)c2ccccc2c1=O,1%,i,1%,-18%,-5%,-2%,2.8%,1%,30
Cc1ccccc1C(=O)N1CCc2c([nH]c3ccccc23)C1C(F)(F)F (stereo unspecified),4%,i,1%,?,-1%,?,0.0%,4%,-55*
Cc1cc(N2CCN(C(=O)c3ccco3)CC2)c2ccccc2n1,5%,i,1%,-17%,/,3%,0.5%,-9%,-2
CC1(C(=O)NCc2ccccc2Br)CCN1Cc1ccc2ccccc2c1 (stereo unspecified),/,i,/,/,-23%,?,0.1%,-38%,-7
CCN(Cc1nc(-c2ccccc2)no1)C(=O)c1ccco1,1%,i,-3%,2%,6%,5%,4.1%,-3%,-12
CCn1c(=N)n(CC(O)COc2ccccc2)c2ccccc21 (stereo unspecified),-13%,i,/,/,-19%,32%,0.0%,-16%,/
CC(C)OCCCN1CN(S(=O)(=O)c2ccccc2)c2nc3ccccc3nc21,-5%,?,-1%,7%,19%,23%,1.6%,0%,-27
CC(=O)c1sc2nc(CSc3nnnn3-c3ccccc3)[nH]c(=O)c2c1C,-3%,i,9%,4%,4%,-11%,0.0%,5%,31
Cc1cc(C)c(NC(=O)CSc2nnc(-c3ccncc3)n2Cc2ccco2)c(C)c1,-4%,i,-3%,7%,0%,1%,-1.0%,-5%,9
CC(C)c1ccc(NC(=O)C2CSC3(C)CCC(=O)N23)cc1 (stereo unspecified),2%,i,6%,1%,-3%,0%,-0.9%,10%,6
CN(CCOc1ccccc1)C(=O)c1ccc(F)c(S(=O)(=O)N2CCOCC2)c1,-15%,i,2%,?,-4%,2%,-1.0%,0%,3
CCOC(=O)[C@@H]1CSCCS(=O)(=O)N1,-3%,i,?,9%,6%,-4%,-0.8%,-4%,0
COc1ccccc1CNC(=O)CCCCn1c(=O)c2ccccc2n(Cc2c(C)cc(C)cc2C)c1=O,-2%,i,/,1%,0%,4%,-0.4%,-4%,/
CC(C)(C)n1cnnc1Sc1ncccc1[N+](=O)[O-],-21%,i,-2%,-21%,/,-7%,2.9%,8%,14
COc1ccc2c(c1)[nH]c1c(=O)n(CCN(C)C)cnc12,15%,i,9%,7%,13%,-4%,-0.3%,-24%,15
COc1cc(/C=N/NC(=O)CCc2n[nH]c(=O)[nH]c2=O)ccc1O,-1%,i,-1%,3%,-2%,6%,-0.6%,7%,14
Cc1cc(F)ccc1NC(=O)CN(C)S(=O)(=O)c1ccc(C(=O)N2CCOCC2)s1,9%,i,/,/,-7%,-36%,-0.9%,-27%,/
CC(=O)Nc1ccc(OCC(=O)N2CCc3ccccc3C2)cc1,-8%,i,-3%,-3%,2%,-14%,0.1%,-8%,-15

# Next part, overlapping the part above by 2 compounds.
SMILES,A549 tox,ATXN viability,MCF10A rereplic,Nrf2 block,ATXN2 expr inh,TGFb inhibitor,Nrf2 ARE act,HepG2 viability,IL-1B inflam inh
Cc1cc(F)ccc1NC(=O)CN(C)S(=O)(=O)c1ccc(C(=O)N2CCOCC2)s1,9%,i,/,/,-7%,-36%,-0.9%,-27%,/
CC(=O)Nc1ccc(OCC(=O)N2CCc3ccccc3C2)cc1,-8%,i,-3%,-3%,2%,-14%,0.1%,-8%,-15
O=S(=O)(NC1CC1)c1ccc(S(=O)(=O)N2CCCC3(CCCCC3)C2)cc1,?,i,15µM*,?,-20%,?,0.4%,-55%,3
CS(=O)(=O)N(CC(=O)NCc1ccc2c(c1)OCO2)C1CCCCC1,0%,i,-11%,11%,4%,11%,0.0%[9.22 µM],-1%,5
O=C(Nc1ccc(Br)cc1)C1CCN(C(=O)c2ccc(F)cc2)CC1,-3%,i,12%,-10%,-17%,?,2.2%,-42%,-73*
Cc1cc(C)nc(SCc2ccc(C(=O)NN=C3CCCC3)cc2)n1,-4%,i,-1%,-19%,-24%,?,-1.0%,-51%,-12
COCCn1c(-c2ccc(-c3ccccc3Cl)o2)nc2c1c(=O)[nH]c(=O)n2CC(C)C,-7%,?,12µM*,?,?,-11%,0.1%,-9%,28
COc1cccc(NC(=O)CSCc2cc(=O)c3ccc(C)c(C)c3[nH]2)c1,-10%,i,/,/,16%,-2%,5.0%,-14%,/
Cc1ccc(-c2cn3cccnc3n2)cc1NC(=O)Nc1ccc(F)cc1,4%,i,/,18%,9%,19%,4.9%,5%,/
CC(C)[C@@H](NC(=O)C1CCC(CNC(=O)[C@H](Cc2ccccc2)NC(=O)OC(C)(C)C)CC1)C(=O)O (stereo partly specified),-6%,i,-5%,-19%,5%,11%,-0.4%,1%,5
